Lipid storage S3: qHTS Assay for Lipid Storage Modulators in Drosophila S3 Cells | 0.64% of 320,000 active | Potency in µM for hits, for the others lipid storage change, negative = inhibition, % at the top dose, mostly 46.1 µM | Drosophila S3 cells, BODIPY lipid droplet fluorescence, 18-24 h; cells fed with added oleic acid; active = well fitted inhibition curve with a large enough effect in the signal ratio, with a control signal flat, not every such curve was filed as active; inconclusive = small, poorly fitted or top-dose-only effect, or effect the other way, or a change in a side signal; the % refers to the signal ratio
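Drosophila S3 cells loaded with oleic acid (400 uM, as added) and compounds at several concentrations; lipid droplets imaged by 488-nm laser-scanning cytometry, 500–530 nm intensity and object ratio to cell channel. Percent activity normalized to 20 uM Triacsin C.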
Lipid storage S3 cell count max: further read-out of Lipid storage S3, marked with its call; cell number change, %; measured here: cell count max response;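 cells counted by Cell Tracker Red CMTPX staining in the red channel; peak over a dose series mostly up to 46.1 µM; percent activity relative to internal control wells on each plate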
* marks the source's active call; other numbers are inactive results; i = inactive; ? = inconclusive; nt = not tested or not shown; [ ] = another dose, or the depositor's remark. % is scaled to controls: 0 for no effect and ±100 for the full control effect; potency is read from the fitted curve at half-maximal effect. The list is partial; rates above refer to the full screens.

SMILES | Lipid storage S3 | Lipid storage S3 cell count max
Cc1nc2c(C)cccn2c(=O)c1NC(=O)c1ccco1 | -30%[0.0737 µM] | 17
O=C(CN1CCSCC1)N1CCc2[nH]c3ccc(Br)cc3c2C1 | i | nt
Cn1c(N2CCCC2)nc2c1c(=O)n(Cc1cccc(F)c1)c(=O)n2C | ? | nt
COc1ccc(-c2n[nH]c(=S)n2-c2ccc(Br)cc2)cc1OC | ? | nt
Cc1ccccc1S(=O)(=O)Cc1ccc(C(=O)NC2CCC(C)CC2)o1 (stereo not given) | 18µM* | -18*
COc1ccc(/C=N/NC(=O)CN2CCSCC2)cc1C | i | -11
Cc1ccnc2nc(C(=O)OCC(=O)NCc3cccc(Cl)c3)nn12 | ? | nt
CCN1C(=NCCc2ccccn2)N[C@@H](c2cccc(C(F)(F)F)c2)C(C(=O)OC)=C1C | 0% | 2
O=C(Oc1c(CN2CCOCC2)cc(Cl)c2cccnc12)c1ccccc1F | 9% | 18
CCOc1ccc(NS(=O)(=O)c2ccc(OCC(=O)NCCCOC)cc2)cc1 | ? | nt
Cc1nnc(SCC(=O)Nc2ccccc2C(=O)NC2CC2)s1 | 8% | 0
CCCCNS(=O)(=O)c1ccc2nc(SCC(=O)c3ccccc3OC)[nH]c2c1 | ? | nt
FC(F)(F)c1cccc(-c2noc(CN3CCOCC3)n2)c1 | 8% | 2
O=C(c1cccc2c1C(=O)N(Cc1cccnc1)C2)N1CCN(c2ccccc2)CC1 | i | nt
O=C(O)Cn1ccc2cc(S(=O)(=O)N3CCCCCC3)ccc21 | ? | nt
Cc1ccc(S(=O)(=O)N2CCCOC2CNC(=O)C(=O)NCCN2CCOCC2)cc1 (stereo not given) | 13% | nt
Cn1c(=O)c2c(nc(OCCc3ccccc3)n2C)n(C)c1=O | 6% | 10
COc1ccc2nc(NC(=O)c3cc(C)oc3C)sc2c1 | ? | nt
CCOc1ccc(C(C)NC(=O)CN2C(=O)NC3(CCCCC3)C2=O)cc1OCC (stereo not given) | ? | nt
CCC(Cc1ccccc1)NS(=O)(=O)c1csc(C(N)=O)c1 (stereo not given) | i | 0

Full records, quoted from the list.
COc1ccc(-c2n[nH]c(=S)n2-c2ccc(Br)cc2)cc1OC reads Lipid storage S3: ?; Lipid storage S3 cell count max: nt
Cc1nc2c(C)cccn2c(=O)c1NC(=O)c1ccco1 reads Lipid storage S3: -30%[0.0737 µM]; Lipid storage S3 cell count max: 17
CCCCNS(=O)(=O)c1ccc2nc(SCC(=O)c3ccccc3OC)[nH]c2c1 reads Lipid storage S3: ?; Lipid storage S3 cell count max: nt

More records:
SMILES | Lipid storage S3 | Lipid storage S3 cell count max
CC1C(=O)NN=C1C(=O)N/N=C/c1ccco1 (stereo not given) | ? | nt
CCOc1ccc(C(=O)NCC(=O)NCC(c2ccc(OC)cc2)N2CCOCC2)cc1OCC (stereo not given) | ? | nt
COC(=O)/C=C/CSC1=N/C(=C/c2ccc(-n3cncn3)cc2)C(=O)N1 | 4% | -8
COCCN1CCC(CNCc2c(C(=O)N3CCCCC3)nc3c(C)cccn23)C1 (stereo not given) | -11% | 17
CCOC(CNC(=O)c1ccc2c(c1)ncn2-c1cccc(F)c1)OCC | 2% | -11
CCN(c1ccccc1)S(=O)(=O)c1ccc(C(=O)Nc2nnc(C3CC3)o2)cc1 | 26% | -14
Cc1c(Cl)c([N+](=O)[O-])nn1CC(=O)NC(C)c1ccccc1 (stereo not given) | ? | nt
COCCn1c(SCC(=O)c2c(N)n(C)c(=O)n(C)c2=O)nc2ccccc21 | 15% | nt
COC(=O)Nc1sccc1C(=O)Nc1sccc1C(=O)OC | i | nt
C#CCOCCOCCOCCNc1nc(N2CCN(C(=O)[C@H](CCCCN)n3cc([C@@H](N)C(C)CC)nn3)CC2)nc(N2CCN(C(=O)[C@H](Cc3ccc(O)cc3)n3cc([C@@H](N)C(C)CC)nn3)CC2)n1 (stereo not given in full) | -20% | 8
N#Cc1c(SCC(N)=O)nsc1SCc1ccccc1Cl | 19% | -21
CN(C(=O)c1ccc(Oc2ccc([N+](=O)[O-])cc2)cc1)C1CCCCC1 | ? | nt
O=c1[nH]c(=O)n(C2OC(CO)C(O)C2O)cc1Br (stereo not given) | ? | nt
O=C(OCc1cn(-c2ccc(Cl)c(Cl)c2)nn1)c1ccccc1 | 13% | 22
CCC(=O)Nc1ccc(-c2nnc(SCC(=O)NCC3CCCO3)n2C)cc1 (stereo not given) | 5% | -2
CCOc1cccc(N2C(=O)CC(NNC(=O)c3ccc(Br)o3)C2=O)c1 (stereo not given) | -2% | 12
O=C(COC(=O)COc1ccccc1[N+](=O)[O-])Nc1ccc(S(=O)(=O)N2CCCCC2)cc1 | ? | nt
Cc1ccc(C(=O)N/C(=C/c2ccccc2)C(=O)NC(Cc2ccccc2)C(=O)O)cc1 (stereo not given) | ? | nt
CC(=O)C1C(c2ccccc2Cl)NC(=O)NC1(O)C(F)(F)F (stereo not given) | ? | nt
Cc1c(Cl)cccc1-n1c(SCC(=O)NCc2ccccc2Cl)nnc1-c1ccncc1 | i | -21
COc1ccccc1CNC(=O)c1ccc2c(=O)n3c(nc2c1)CCCCC3 | ? | nt
O=C(CN1CCN(c2ccccc2O)CC1)NNC(=O)c1ccc(Cl)cc1 | ? | nt
Clc1ccccc1COc1ccccc1-c1nnco1 | ? | nt
CSc1ccc(NC(=O)N2CCN(c3nc4ccccc4s3)CC2)cc1 | i | nt
CC1(C)O[C@@H]2C[C@H]3[C@@H]4C[C@H](F)C5=CC(=O)C=C[C@]5(C)[C@H]4[C@@H](O)C[C@]3(C)[C@]2(C(=O)CO)O1 | 2% | -5
COc1ccccc1NC(=O)CSc1nnc(CNC(=O)c2ccccc2F)o1 | ? | nt
Cc1ccc(C(=O)COC(=O)c2ccccc2NC(=O)c2ccccc2)cc1[N+](=O)[O-] | ? | nt
O=C(N1CCOCC1)C(F)(F)C(=O)N1CCOCC1 | ? | nt
CCOc1ccc(CCNC(=O)Cc2ccc(S(=O)(=O)N3CCOCC3)s2)cc1OCC | ? | nt
N#CCCNC(=O)CCN1CCCCC1 | ? | nt
Cc1ccc(NC(=O)c2cc(S(=O)(=O)N3CCc4ccccc43)cn2C)cc1C | ? | nt
Cc1ccc(-c2[nH]n3c(=O)c4c(nc3c2C)CCCC4)cc1 | -16% | -18
COC(=O)c1ccc(CN2CCCC(C(=O)c3ccccc3OC)C2)cc1 (stereo not given) | ? | nt
Cn1c(NC(=O)/C=C\c2ccccc2)cc(=O)n(C)c1=O | 3% | -3
C/C(=N\Nc1ccc(S(=O)(=O)Nc2ccc(Cl)cc2)cc1[N+](=O)[O-])c1ccc(N2CCOCC2)cc1 | ? | nt
O=C(CBr)c1ccc([N+](=O)[O-])c(CS(=O)(=O)c2ccc(Cl)cc2)c1 | ? | nt
O=c1cnnc(N/N=C/c2ccccn2)[nH]1 | -4% | -8
CN(C(=O)CSc1nnc(-c2ccco2)o1)C1CCCCC1 | 26% | 0
COc1ccc(S(=O)(=O)N(C)CC(=O)Nc2ccccc2SC)cc1 | i | nt
C(#Cc1ccc2c(c1)COc1c3ccccc3nn1-2)c1ccccc1 | ? | nt
O=C(CN1CCN(c2ccc([N+](=O)[O-])cc2)CC1)c1ccccc1 | 12% | 13
Cc1ccc(C(=O)COC(=O)CN2C(=O)C3C4C=CC(C4)C3C2=O)cc1[N+](=O)[O-] (stereo not given) | ? | nt
NC(=O)C1CCN(C(=O)COc2ccc(Nc3ccccc3)cc2)CC1 | 0% | 1
CC1CCCC(C)N1C(=O)CN1C(=O)NC2(CCOc3ccccc32)C1=O (stereo not given) | ? | nt
Cc1c(CCOC(=O)CC23CC4CC(CC(C)(C4)C2)C3)sc[n+]1CC(=O)c1ccccc1 | -15% | -7
O=C(Nc1nc2ccccc2s1)c1ccc(N2CCCCC2)c([N+](=O)[O-])c1 | -26% | -13
Cc1[nH]c2ccccc2c1C(=O)COC(=O)Cn1c(C(F)(F)F)nc2ccccc21 | 12% | 13
Cc1ccc(S(=O)(=O)NC(CN2CCOCC2)=NCCNS(=O)(=O)c2ccccc2)cc1 | i | nt
Cc1ccc(S(=O)(=O)N2CCOCC2)cc1NC(=O)Cn1nc(C)c([N+](=O)[O-])c1C | ? | nt
COC(=O)c1ccc2c(=O)n(CCCCCC(=O)O)c(=S)[nH]c2c1 | 5% | 9
CC(C)NC(=O)c1ccc(COc2ccc(C(C)(C)C)cc2)o1 | ? | nt
CC(C)CN1C=C2C(=O)C(C)(OC(=O)C3CCCC3)C(=O)C=C2C=C1c1ccsc1 (stereo not given) | 4% | 17
CCOC(=O)C1CCCN(S(=O)(=O)c2ccc(Br)c(OC)c2)C1 (stereo not given) | 4% | -24
COCCNC(=O)CN(C(=O)CCC(=O)Nc1ccccn1)c1ccc(C)cc1C | 17% | 5
O=C1CCc2cc(NS(=O)(=O)c3ccc(F)cc3)cc3c2N1CC3 | 12% | -16
C#CCOCCOCCOCCNc1nc(OC)nc(N2CCN(C(=O)[C@H](CCCCN)n3cc(C(N)CO)nn3)CC2)n1 (stereo not given in full) | 12% | -2
Nc1cc(C(=O)OCC(=O)NCc2ccco2)ccc1Cl | 7% | -1
COCc1cc(Sc2ccc(Br)cc2)nc(-c2ccccc2)n1 | -12% | -11
Cc1cccc(NC(=S)NC2CCCCCC2)c1C | 2% | nt
COc1ccc(CCN2C(=O)C3C4CC(C5C(C(N)=O)=NOC45)C3C2=O)cc1OC (stereo not given) | ? | nt

Other compounds.
SMILES | Lipid storage S3 | Lipid storage S3 cell count max
O=C(NC(=S)NCc1ccccc1)c1ccc(Br)o1 | -16% | -21
C=C(C)C(=O)Nc1nnc(-c2cccs2)s1 | ? | nt
C=CCc1ccc(OCc2ccc(C(=O)Nc3ccc(NC(C)=O)cc3)o2)c(OC)c1 | ? | nt
CCN(CC)S(=O)(=O)c1cc(NS(=O)(=O)c2cccc(Cl)c2)ccc1C | ? | nt
Cc1cccc2cc(COC(=O)c3ccco3)c(=O)[nH]c12 | 21% | -8
COc1ccc(Cl)cc1S(=O)(=O)N1CCN(C(=O)c2ccco2)CC1 | i | 0
Cc1nc(NC(=O)/C=C/c2ccccc2)sc1C(=O)N1CCCCC1 | ? | nt
O=C(/C=C(\c1ccccc1)n1cncn1)c1ccccc1 | ? | nt
CCOc1ccccc1NC(=O)CSc1ccc(-c2ccco2)nn1 | ? | nt
Cc1cc(C)nc(SC2=CS(=O)(=O)c3ccccc32)n1 | i | nt
O=C(C#Cc1ccccc1)Nc1ccc(F)cc1 | -7% | -2
Cc1ccc(-c2cc(C(=O)NCC3CCCO3)no2)cc1 (stereo not given) | ? | nt
CC(=O)N1N=C(c2ccccc2)OC12CCCC2 | 2% | 3
O=C(Nc1cccc2cccnc12)c1cccc([N+](=O)[O-])c1 | 6% | -21
O=C(CSc1nnc(-c2cccnc2)o1)Nc1cccc(Cl)c1 | ? | nt
O=C(N[C@@H](Cc1c[nH]c2ccccc12)C(=O)O)C1CCN(S(=O)(=O)c2cccs2)CC1 | ? | nt
CCN(CC)C(=O)CN(C#N)c1nc(OC)nc(N(C)C)n1 | 6% | -15
O=C(CC(=O)c1ccccc1)Nc1ccccc1C(F)(F)F | 10% | 19
Cc1cc(C(=O)O)c(C)n1-c1ccccc1 | ? | nt
CCOc1cc(C(=S)N2CCOCC2)ccc1OS(=O)(=O)c1ccc(NC(C)=O)cc1 | -28% | -3

2 consecutive compounds already listed:
SMILES | Lipid storage S3 | Lipid storage S3 cell count max
COC(=O)c1ccc(CN2CCCC(C(=O)c3ccccc3OC)C2)cc1 (stereo not given) | ? | nt
Cn1c(NC(=O)/C=C\c2ccccc2)cc(=O)n(C)c1=O | 3% | -3

Single entries from the results shown:
O=C(C#Cc1ccccc1)Nc1ccc(F)cc1 in Lipid storage S3 cell count max is entered as -2
O=C(CC(=O)c1ccccc1)Nc1ccccc1C(F)(F)F in Lipid storage S3 is entered as 10%

Next results follow.
SMILES | Lipid storage S3 | Lipid storage S3 cell count max
CCOC(=O)c1c(-c2ccccc2)c(C(C)=O)c(=O)n(C)c1C | ? | nt
CCn1nnnc1-c1ccc(OC)c(S(=O)(=O)N2CCCCC2)c1 | ? | nt
O=C(O)Cn1c(Cc2ccccc2)nc2ccccc21 | ? | nt
O=C(O)CCCNS(=O)(=O)/C=C/c1ccccc1 | 7% | 5
NCCOc1ccc(C2CCCCC2)cc1 | -6% | -19
Cc1ccc(CS(=O)(=O)CCC(=O)NCCC2=CCCCC2)cc1 | 1% | 5
CCOC(=O)C(Cc1ccc(OC)c([N+](=O)[O-])c1)NC(=O)CCC(=O)Nc1ccc(OC)cc1 (stereo not given) | -12% | 4
Cc1cc(C(F)(F)F)n(-c2nc(C(=O)NNS(=O)(=O)c3ccccc3)cs2)n1 | ? | nt
O=C(O)C1Nc2c(O)cccc2C2C=CCC12 (stereo not given) | -1% | -7
CC(C)[C@H](NC(=O)c1ccco1)C(=O)OCC(=O)c1ccc2c(c1)NC(=O)CO2 | -6% | -5
CCc1cccc(C)c1NC(=O)c1ccc2c(c1)CCN2S(C)(=O)=O | ? | nt
CCOC(=O)CCNC(=O)Nc1cc2nc(C)n(Cc3cccc(Cl)c3)c2nc1C | 4% | 7
COc1cc2c(cc1OC)C(c1cc3ccc(C)cc3[nH]c1=O)N(C(=O)c1ccco1)CC2 (stereo not given) | -16% | 15
COC(=O)c1cc(C)sc1NC(=O)CCc1ccccc1 | ? | nt
OC1(Cc2ccccc2)CCNCC1 | ? | 2

3 compounds already listed, sorted by heavy-atom count, low to high.
SMILES | Lipid storage S3 | Lipid storage S3 cell count max
O=C(N1CCOCC1)C(F)(F)C(=O)N1CCOCC1 | ? | nt
CC(C)CN1C=C2C(=O)C(C)(OC(=O)C3CCCC3)C(=O)C=C2C=C1c1ccsc1 (stereo not given) | 4% | 17
Cc1ccc(C(=O)COC(=O)c2ccccc2NC(=O)c2ccccc2)cc1[N+](=O)[O-] | ? | nt
